# Screening results from PubChem.
# p53ts 39C kill: kills p53ts cells at the nonpermissive temperature; H1299-p53A138V viability at 39C, ATP luminescence, 24 h; Potency, µM (titrated, usually from 46.1 µM), without a hit: top-dose activity change, negative = cell killing, actives largely listed as cytotoxic; actives 1.5% (n = 130,000); AID 902; further: nearly all actives have a fitted effect of over 55% in size
# IkB signaling: inhibitors of IkB signaling in ABC-DLBCL cells; ABC-DLBCL IkBa-CBG/CBR dual luciferase ratio, 4 h; response scale: scaled: untreated 0%, proteasome inhibitor 100%; Potency, µM (titrated, usually from 57.1 µM), without a hit: at the highest dose IkBa stabilization activation; actives 0.04% (n = 110,000); AID 445; active means well fitted curve in the direction sought with a large enough effect in the signal ratio, not every such curve was filed as active; inconclusive means small, poorly fitted or top-dose-only effect, or a change in a side signal; the % refers to the signal ratio;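 further: the direction sought is a rising ratio; 0% = basal untreated cells and 100% = reference inhibitor full response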
#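 Luminescence ratio of IκBα-fused green versus native red beetle luciferase in OCI-Ly3 cells, 4 h post-doxycycline with compound; red signal alone, scaled from basal (0%) to zero light (-100%), flagged nonspecific or cytotoxic effects.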
# p53ts 32C tox: cytotoxicity in p53ts cells at permissive temperature | Potency, µM (top dose mostly 46.1 µM), for the others: at the highest dose activity change, negative = cytotoxicity, usual class: cytotoxic | actives 0.93% (n = 130,000) | H1299-p53A138V at 32C, ATP luminescence viability, 24 h;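 further: 0% = DMSO and -100% = full killing by reference compound; nearly all actives have a fitted effect of over 55% in size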
#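 H1299-p53 A138V cells (temperature-sensitive p53) exposed 24 h to up to 46 uM compound at 32C, where p53 is wild-type in conformation. Viability read as ATP luminescence and normalised to DMSO and 100 uM tamoxifen. AC50 fitted with the Hill equation.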
# Imprint erasure: inducers of genomic imprint erasure in mouse ES cells; mouse ES Peg3-LacZ reporter, beta-gal luminescence, 40 h; Potency, µM (top dose mostly 60.7 µM), without a hit: at the top dose activity change, positive = activation, most hits filed as activators; actives 0.02% (n = 110,000); AID 1948;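 further: 0% = negative control wells on the plate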
#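 Each well holds 300 Peg3LacZ-Neo (maternal) female ES cells incubated 40 h at 37C, 5% CO2. LacZ is measured by BetaGlo luminescence, with AC50 and maximum efficacy derived from dose-response curves.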
# Active calls of the source: *; ? = inconclusive; . = not tested or not shown; & = joins results of further samples; [ ] = another dose, or the depositor's remark. Unless noted, the call rests on the fitted dose curve; in most records, active means well fitted curve in the direction sought with a large enough effect; inconclusive means small, poorly fitted or top-dose-only effect, or another doubt; inactive means no such curve, though single readings can be large; an effect the other way counts as inactive or inconclusive. Unless noted, on the % scale 0 is the no-effect control and ±100 the full control effect; potency means the concentration at half of the fitted maximal effect.
1: Cc1ccc(CSc2nnc(-c3cccs3)n2C)cc1
2: COc1cccc(NC(=O)Cc2nnc(SCCOc3ccccc3)n2C)c1
3: CCc1nc2ccc(C(=O)NCCc3ccccc3OC)cc2nc1CC
4: CCOC(=O)C1=C(CS(=O)(=O)c2cccc(C(F)(F)F)c2)NC(=O)NC1c1cccc(OC)c1 (stereo unspecified)
5: COc1ccc(-c2cc(-c3c(O)c(OC)c4occc4c3OC)[nH]n2)cc1OC
6: Cc1ccc2c(CC(=O)Nc3cccc(Cl)c3C)coc2c1

assay / entry	1	2	3	4	5	6
p53ts 39C kill	-0.7%	5.9%	-15.5%	-0.5%	-14.1%	-2.8%
IkB signaling	2.4%	0.9%	?	?	?	?
p53ts 32C tox	-5.8%	0.3%	-9.3%	1.5%	3.8%	6.9%
Imprint erasure	-12.7%	-23.4%	4.4%[10.9 µM]	-1.9%[10.9 µM]	-8.6%	-10.7%[10.9 µM]

7: CCN(CC(=O)N1CCOCC1)S(=O)(=O)c1ccc(C)cc1
8: CCC(C)c1c(O)nc(SCC(=O)c2ccccc2)[nH]c1=O (stereo unspecified)
9: Cc1ccc(SCC(=O)N2CC(C)OC(C)C2)cc1 (stereo unspecified)
10: CSc1ccc(Cn2nnc(C(=O)NCc3ccccc3)c2N)cc1
11: Cc1cccc(CN2CCN(CC(=O)NCCc3ccc(Cl)cc3)C2=O)c1
12: COCCCNc1oc(-c2ccc(COc3ccc(Cl)cc3)o2)nc1C#N

assay / entry	7	8	9	10	11	12
p53ts 39C kill	7.2%	-10.5%	-0.3%	0.7%	0.5%	-5.9%
IkB signaling	0.1%	?	1.3%	0.2%	?	?
p53ts 32C tox	3.8%	-13.7%	0.2%	3.5%	12.0%	13.3%
Imprint erasure	5.8%	-12.3%	9.7%	-4.8%	10.0%[10.9 µM]	-12.5%[10.9 µM]

13: COc1cc(OC)cc(N2C(=O)N(CC(=O)c3ccc(F)cc3)c3ccccc3S2(=O)=O)c1
14: O=C(NCCCN1CCCCCC1)C1CC(=O)N(C2CCCC2)C1 (stereo unspecified)
15: COc1ccc(Nc2cc(C(=O)NCCCN3CCN(C)CC3)c3ccccc3n2)c(OC)c1
16: CCOC(=O)CCC(=O)Nc1ccc(S(=O)(=O)N2CCC(C)CC2)cc1
17: Nc1nonc1C(=O)NCCNCc1ccc(Cl)c(Cl)c1
18: COc1ccc(N2C(=O)CCC(C(=O)NCCN3CCOCC3)C2c2ccc(OC)c(OC)c2)cc1 (stereo unspecified)

assay / entry	13	14	15	16	17	18
p53ts 39C kill	20.7%	-0.9%	?	25.9%	4.9%	-3.4%
IkB signaling	-1.5%	-0.3%	3.6%	.	-1.4%	-0.3%
p53ts 32C tox	15.6%	-17.3%	?	12.0%	-5.4%	-4.4%
Imprint erasure	-5.3%[10.9 µM]	-15.7%	-9.5%	.	-9.8%[10.9 µM]	-12.9%

19: COc1ccc(-c2nc3ccccc3s2)cc1NC(=O)c1cccc(F)c1
20: O=C(O)CC1(Cc2nc(-c3cccs3)no2)CCCC1
21: O=C(CCCn1c(SCC(=O)c2ccc(F)cc2)nc2ccccc2c1=O)NCc1ccco1
22: Cc1cccc(Cc2c(C)nc3nc(SCc4ccccc4F)nn3c2C)c1
23: CN(N=O)C(=O)N[C@H]1[C@@H](O)[C@H](O)[C@H](CO)O[C@@H]1O
24: O=C(NCCc1csc2nc(-c3ccc(F)cc3)nn12)c1cccc(C(F)(F)F)c1

assay / entry	19	20	21	22	23	24
p53ts 39C kill	-24.0%	1.9%	10.2%	-20.1%	2.6%[20.6 µM]	-29.0%
IkB signaling	-1.5%	7.3%	1.8%	?	-1.1%[25.6 µM]	?
p53ts 32C tox	19.9%	-2.2%	-0.9%	-7.2%	-3.2%[20.6 µM]	-16.1%
Imprint erasure	-6.6%[10.9 µM]	-25.9%	-12.1%	-7.7%[10.9 µM]	-10.2%[16.8 µM]	6.3%[10.9 µM]

25: O=C(Cn1cnc2c(nnn2Cc2ccccc2)c1=O)c1ccc(Cl)cc1
26: COc1ccc(-c2ccc(CCC(=O)O)n2-c2cc(Cl)ccc2O)cc1
27: COc1ccc(NC(=O)CN2CCN(Cc3ccc(F)cc3)S2(=O)=O)cc1Cl
28: CCOc1ccc2nc(N3CCCC(C(=O)Nc4ccc(CC)cc4)C3)sc2c1 (stereo unspecified)
29: CCS(=O)(=O)N1CCc2cc(C(=O)NCCc3ccccc3)ccc21
30: Cc1ccc(C(=O)Nc2ccc(N3CCOCC3)cc2)cc1

assay / entry	25	26	27	28	29	30
p53ts 39C kill	4.7%	-22.8%	-12.3%	?	8.9%	-24.7%
IkB signaling	2.6%	-2.1%	?	-1.8%	?	2.8%
p53ts 32C tox	10.9%	1.4%	12.4%	-20.1%	-5.3%	?
Imprint erasure	13.6%	-4.8%[10.9 µM]	-2.7%[10.9 µM]	-10.9%[10.9 µM]	-1.7%[10.9 µM]	-34.2%[inhibitor]

31: Cc1ccc(-c2nnn(CC(=O)NCc3ccccc3)n2)c(-n2cnnn2)c1
32: Cc1ccccc1Nc1nc(N)nc(CN2CCN(c3ccccn3)CC2)n1
33: COc1cc(C(CC(=O)Nc2ccc(C)c(F)c2)N2Cc3ccccc3C2=O)cc(OC)c1OC (stereo unspecified)
34: CCCc1cc(=O)n2[nH]c(NCc3c(Cl)cccc3Cl)nc2n1
35: CCOc1cc2[nH]c(=O)n(CCCC(=O)N3CCN(c4cccc(Cl)c4)CC3)c(=O)c2cc1OCC
36: CCCc1ncc(C(O)c2cccc3ccccc23)n1C (stereo unspecified)

assay / entry	31	32	33	34	35	36
p53ts 39C kill	-13.8%	8.5%	-6.4%	-7.7%	3.8%	2.0%
IkB signaling	0.5%	5.6%	-0.8%	-1.4%	5.2%	0.0%
p53ts 32C tox	-22.7%	-2.4%	-0.3%	-7.0%	21.6%	-3.0%
Imprint erasure	-7.8%	-17.6%	4.4%[10.9 µM]	?	23.5%[10.9 µM]	-7.6%

37: Cc1cc(-c2ccc(S(=O)(=O)Nc3ccc(Cl)cc3C)cc2)on1
38: COc1ccc(CC(=O)NCc2ccccc2)cc1S(=O)(=O)N1CCOCC1
39: CC(=O)Nc1cccc(NC(=O)c2c(-c3ccccc3)noc2C)c1
40: CCCc1nnc(NC(=O)CN2CCOCC2)s1
41: CC(=O)Nc1ccc(NC(=O)CN2C(=O)CC(c3ccco3)Sc3ccccc32)cc1 (stereo unspecified)
42: Cc1ccccc1C(OCCN(C)C)c1ccccc1 (stereo unspecified)

assay / entry	37	38	39	40	41	42
p53ts 39C kill	?	19.3%	-7.4%	-0.7%	8.6%	6.8%
IkB signaling	-3.0%	0.6%	16.0%	-0.6%	-1.2%	.
p53ts 32C tox	0.3%	8.2%	-1.1%	0.5%	-1.8%	-0.7%
Imprint erasure	-7.1%[10.9 µM]	-4.4%	.	-2.7%	-13.0%[10.9 µM]	-35.5%&-37.2%[inhibitor]

43: CC1(CC(=O)N/N=C/c2ccc(-c3ccc(Cl)cc3)o2)OCCO1
44: Cc1cccc(-n2nc3c(c2NC(=O)c2ccc(Br)o2)CSC3)c1
45: Cn1c(SCC(=O)NCc2ccccc2)nnc1C1CC1
46: CC1=C(C(=O)OCc2ccccc2)C(c2ccco2)n2ncnc2N1 (stereo unspecified)
47: Cn1c(=O)oc2cc(S(=O)(=O)N3CCN(c4ccccc4)CC3)ccc21
48: Cc1ccc2[nH]c(=O)c3cc(C(=O)N4CCN(c5ccccc5F)CC4)sc3c2c1

assay / entry	43	44	45	46	47	48
p53ts 39C kill	-22.5%	6.1%	7.3%	7.3%	3.2%	6.5%
IkB signaling	.	4.7%	0.6%	0.6%	17.5%	?
p53ts 32C tox	-19.5%	10.0%	-5.1%	2.3%	5.9%	1.4%
Imprint erasure	.	-16.1%	-8.0%	-16.6%	-3.2%	7.1%[10.9 µM]

# Some of the entries so far, tab-delimited.
no.	smiles	p53ts 39C kill	IkB signaling	p53ts 32C tox	Imprint erasure
43	CC1(CC(=O)N/N=C/c2ccc(-c3ccc(Cl)cc3)o2)OCCO1	-22.5%	.	-19.5%	.
44	Cc1cccc(-n2nc3c(c2NC(=O)c2ccc(Br)o2)CSC3)c1	6.1%	4.7%	10.0%	-16.1%
45	Cn1c(SCC(=O)NCc2ccccc2)nnc1C1CC1	7.3%	0.6%	-5.1%	-8.0%
46	CC1=C(C(=O)OCc2ccccc2)C(c2ccco2)n2ncnc2N1 (stereo unspecified)	7.3%	0.6%	2.3%	-16.6%
47	Cn1c(=O)oc2cc(S(=O)(=O)N3CCN(c4ccccc4)CC3)ccc21	3.2%	17.5%	5.9%	-3.2%
48	Cc1ccc2[nH]c(=O)c3cc(C(=O)N4CCN(c5ccccc5F)CC4)sc3c2c1	6.5%	?	1.4%	7.1%[10.9 µM]

# (further entries)
49: CCN[C@@H]1CN(CCCOC)S(=O)(=O)c2sc(S(N)(=O)=O)cc21
50: CCOC(=O)c1c(S(=O)(=O)N2CCCC(C(=O)Nc3ncccc3C)C2)c(C)n(C)c1C (stereo unspecified)
51: O=c1c2nnn(Cc3ccc(Cl)cc3)c2ncn1Cc1ccc(F)cc1
52: CS(=O)(=O)N(CCc1ccccc1)CC(=O)Nc1ccc2c(c1)OCO2
53: O=C(c1cccc(COCC(F)(F)C(F)F)c1)N1CCN(c2ccccc2)CC1
54: CCOc1ccc(C2C(C#N)=C(N)N3C(=C2C#N)Sc2ccccc23)cc1 (stereo unspecified)

assay / entry	49	50	51	52	53	54
p53ts 39C kill	-0.7%[20.6 µM]	18.6%	4.7%	-0.3%	-7.3%	1.4%
IkB signaling	2.3%[25.6 µM]	0.4%	0.6%	?	?	5.4%
p53ts 32C tox	-8.6%[20.6 µM]	-8.7%	-9.8%	5.5%	1.1%	-1.7%
Imprint erasure	-6.9%[16.8 µM]	-7.6%[10.9 µM]	0.6%	-13.1%	-16.6%	17.1%

55: Cc1nn(CC(=O)N2CCN(c3cccc(C(F)(F)F)c3)CC2)c(=O)c2cccn12
56: O=C(c1ccco1)N1CCN(c2c(-c3ccccc3)c3cc(Cl)ccc3[nH]c2=O)CC1
57: Fc1ccc(Nc2nc3ccccc3n3cnnc23)c(F)c1
58: CSc1cccc(NC(=O)Cn2cccc2)c1
59: CCOC(=O)[C@@H](O)Cc1cnc2ccccc2n1
60: O=S(=O)(Nc1ccc(-c2ccc(N3CCCCC3)nn2)cc1)c1ccc(OC(F)(F)F)cc1

assay / entry	55	56	57	58	59	60
p53ts 39C kill	-10.0%	?	0.6%	2.1%	-3.2%[9.22 µM]	-13.7%
IkB signaling	-1.8%	?	-1.4%	0.6%	2.0%[11.4 µM]	?
p53ts 32C tox	-25.9%	-22.6%	9.9%	-13.3%	-2.2%[9.22 µM]	-2.3%
Imprint erasure	8.9%[10.9 µM]	-19.6%	-8.8%[10.9 µM]	-11.1%	-7.8%[10.9 µM]	-11.7%[10.9 µM]

# Quoted at random: 2 records from the list
59: CCOC(=O)[C@@H](O)Cc1cnc2ccccc2n1
55: Cc1nn(CC(=O)N2CCN(c3cccc(C(F)(F)F)c3)CC2)c(=O)c2cccn12

assay / entry	59	55
p53ts 39C kill	-3.2%[9.22 µM]	-10.0%
IkB signaling	2.0%[11.4 µM]	-1.8%
p53ts 32C tox	-2.2%[9.22 µM]	-25.9%
Imprint erasure	-7.8%[10.9 µM]	8.9%[10.9 µM]

# Later entries:
61: Cc1ccc(C(=O)Nc2ccccc2N2CCN(C(=O)C(C)C)CC2)cc1C
62: C#CCN(C)CCCOc1ccc(Cl)cc1Cl
63: COc1cc(NC(=O)Cn2c(=O)n(Cc3ccco3)c(=O)c3oc4ccccc4c32)cc(OC)c1
64: COc1cccc(NC(=O)Cn2c(-c3nonc3N)nc3ccccc32)c1
65: Cc1c(C2=CCN(S(=O)(=O)c3ccc(CC(C)C)cc3)CC2)c2ccccc2n1CC(=O)N1CCCC1

assay / entry	61	62	63	64	65
p53ts 39C kill	-11.2%	8.3%[20.6 µM]	-10.3%	-6.9%	0.9%
IkB signaling	0.3%	-1.3%[25.6 µM]	5.4%	2.1%	?
p53ts 32C tox	6.3%	-2.8%[20.6 µM]	5.4%	-1.5%	16.8%
Imprint erasure	-12.9%	-17.9%	-14.5%[10.9 µM]	-5.4%[10.9 µM]	-18.2%[10.9 µM]
